High-throughput results deposited in PubChem by National Center for Advancing Translational Sciences (NCATS).
Anesthetic bind: candidate novel general anesthetic via apoferritin binding; P02791; apoferritin/1-aminoanthracene competitive binding, fluorescence; Potency, µM (series often up to 77.5 µM), without a hit: at the highest dose activity change, negative = displacement, actives largely listed as inhibitors; 350,000 tested, 0.074% active; AID 485281; further: potency means the concentration at half of the fitted maximal effect; on the % scale 0 is the no-effect control and ±100 the full control effect; nearly all actives have a fitted effect of over 20% in size
Target sequence (P02791 2-175 limits assumed): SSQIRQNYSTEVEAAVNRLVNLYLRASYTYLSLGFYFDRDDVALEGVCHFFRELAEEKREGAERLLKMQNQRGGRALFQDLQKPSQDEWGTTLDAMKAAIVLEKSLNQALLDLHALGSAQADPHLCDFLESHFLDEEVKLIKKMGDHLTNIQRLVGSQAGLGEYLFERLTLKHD
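In PBS, apoferritin at 10 uM is loaded with 1-AMA from a 50% saturated solution. After 10 min of compound exposure at ambient temperature, reduced 535 nm fluorescence indicates probe displacement.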
TRHR agonist: TRH receptor (human) agonism. TRHR cells, calcium flux fluo-8, FDSS agonist mode. activation, % at 2 µM. 360,000 tested, 0.18% active. AID 493084; in the data active means activation above about 30%; further: 0% is about no effect
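TRHR-expressing cells loaded with fluo-8 calcium dye; 23 nL library compound pin-transferred, kinetic FDSS fluorescence (Ex 480/Em 530) recorded about 180 s for agonist-induced calcium release, before a 10 nM TRH EC20 addition for potentiator mode.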
D2 PAM: positive allosteric modulators of human D2 dopamine receptor; HEK293 T-REx D2, calcium flux, EC20 dopamine potentiation; AID 485347; 340,000 tested, 0.34% active; potentiation, % at 10 µM;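 active means potentiation over 3 SD above the plate norm, cut at about 30% in these data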; further: 0% is about no effect
Target sequence (P14416 whole entry, looked up): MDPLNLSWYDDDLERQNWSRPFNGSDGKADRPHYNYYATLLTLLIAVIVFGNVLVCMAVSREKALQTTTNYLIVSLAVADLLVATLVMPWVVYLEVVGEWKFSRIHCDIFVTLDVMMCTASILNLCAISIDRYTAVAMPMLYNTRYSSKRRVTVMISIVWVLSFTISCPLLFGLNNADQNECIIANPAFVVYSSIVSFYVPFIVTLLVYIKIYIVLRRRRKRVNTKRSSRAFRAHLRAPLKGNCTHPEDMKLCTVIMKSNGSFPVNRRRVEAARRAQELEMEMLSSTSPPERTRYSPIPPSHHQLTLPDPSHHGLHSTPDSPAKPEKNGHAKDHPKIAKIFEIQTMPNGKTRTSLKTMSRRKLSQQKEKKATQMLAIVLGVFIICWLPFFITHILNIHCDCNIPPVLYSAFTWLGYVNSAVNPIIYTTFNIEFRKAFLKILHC
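Potentiation of an EC20 dopamine calcium response measured kinetically over 180 s, after a preceding 180 s compound-only read flagging agonists. Cells: inducible Hek293 Trex D2 line, 4000/well, cultured overnight at 30 C before dye loading.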
D1 PAM: enhances dopamine response at the human D1 receptor. 360,000 tested, 0.036% active. potentiation, % at 10 µM. HEK293 TREx D1 cells, calcium flux, dopamine EC20 potentiation; in the data active means potentiation above about 30%; further: 0% is about no effect
Target sequence (P21728 whole entry, looked up): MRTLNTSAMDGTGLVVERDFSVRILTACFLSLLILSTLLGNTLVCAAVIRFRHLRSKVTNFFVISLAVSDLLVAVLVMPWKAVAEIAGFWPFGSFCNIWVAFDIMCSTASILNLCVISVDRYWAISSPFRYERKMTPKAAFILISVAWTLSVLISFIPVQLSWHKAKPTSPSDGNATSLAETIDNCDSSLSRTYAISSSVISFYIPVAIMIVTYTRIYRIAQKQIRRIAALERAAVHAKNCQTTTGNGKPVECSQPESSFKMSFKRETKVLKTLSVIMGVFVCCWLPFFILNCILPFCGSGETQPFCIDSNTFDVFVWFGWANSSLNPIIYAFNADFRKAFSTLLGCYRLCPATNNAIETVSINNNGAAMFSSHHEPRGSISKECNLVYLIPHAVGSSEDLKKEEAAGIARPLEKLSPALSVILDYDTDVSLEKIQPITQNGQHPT
D1 ag: human D1 receptor agonism; P21728; HEK293 T-REx D1 cells, calcium flux, agonist mode; activation, % at 2 µM; 360,000 tested, 1% active; AID 504660; in the data active means activation above about 30%; further: 0% is about no effect
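Inducible HEK293 T-REx D1 cells, force-coupled to calcium signalling, were plated at 4000 cells/well with tetracycline and held overnight at 30 C. After no-wash calcium dye loading, compound-evoked calcium rise over 180 s flagged agonists.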
TRHR enhancer: allosterically enhances the human TRH receptor. P34981. TRHR cells, fluo-8 calcium fluorescence, EC20 TRH enhancement. enhancement, % at 2 µM. 360,000 tested, 0.66% active; in the data active means enhancement above about 30%; further: 0% is about no effect
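TRHR-expressing cells loaded with fluo-8 calcium dye were read kinetically (ex 480/em 530) during compound addition, then stimulated with an EC20 of TRH (10 nM final). Enhancement of the Gq-mediated intracellular calcium response was scored.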
RXFP1 antagonist: antagonists of human relaxin receptor RXFP1; 350,000 tested, 0.59% active; HEK293-RXFP1, relaxin-stimulated cAMP HTRF, 30 min; stronger effect = lower value; AID 1259400; activity change, negative = inhibition, % at 57.5 µM;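 active means activity change of -60% or lower, but not beyond a set lower limit; inconclusive means change between -60% and -40%, or beyond the set limit; inactive means change above -40%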; further: on the % scale 0 is the no-effect control and ±100 the full control effect
RXFP1 agonist: activates the human relaxin receptor RXFP1; Potency, µM (titrated, usually from 57.5 µM), for the others: at the top dose activation, hits mostly activators; Q9HBX9; 370,000 tested, 0.3% active; HEK293T-RXFP1 cAMP TR-FRET, 30 min; response scale: percent of porcine relaxin response, buffer zero; further: potency means the concentration at half of the fitted maximal effect; on the % scale 0 is the no-effect control and ±100 the full control effect; nearly all actives have a fitted effect of over 60% in size; many of its hits are not listed in these tables
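cAMP rise read by TR-FRET after 30 min, 37C compound exposure (up to 58 uM) in RXFP1-transfected HEK293 cells with Ro 20174 present. EC50 from Hill-equation fits, with 29 nM porcine relaxin as 100% and buffer as basal.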
D1 antagonist: human D1 dopamine receptor antagonism | activity change, negative = inhibition, % at 10 µM | P21728 | HEK293 TREx D1 cells, calcium flux, dopamine EC80; stronger effect = lower value | 360,000 tested, 3.2% active; in the data active means activity change below about -30%; further: on the % scale 0 is the no-effect control and ±100 the full control effect
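Calcium flux readout: force-coupled, inducible Hek293 Trex D1 line, cells induced overnight at 30 C with tetracycline, dye-loaded 30–90 min at RT. Antagonism scored against EC80 dopamine challenge given 180 s after compound.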
Numbers without * were called inactive; ? = inconclusive; / = no result given. Unless noted, the call rests on the fitted dose curve; in most records, active means well fitted curve in the direction sought with a large enough effect; inconclusive means small, poorly fitted or top-dose-only effect, or another doubt; inactive means no such curve, though single readings can be large; an effect the other way counts as inactive or inconclusive. An excerpt; the hit share may differ from the screen's.

no.	Anesthetic bind	TRHR agonist	D2 PAM	D1 PAM	D1 ag	TRHR enhancer	RXFP1 antagonist	RXFP1 agonist	D1 antagonist	structure
1	1%	0.4	3	6	3	-1	-7	-3.5%	-2	CCN(CC)S(=O)(=O)c1ccc(/C=C/C(=O)NC2CCCCC2)cc1
2	-15%	0.4	6	-4	2	7	8	2.7%	-23	Cc1cc(C)nc(SCc2ccc(C(=O)NN=C3CCCC3)cc2)n1
3	4%	0.7	-3	0	1	0	-17	0.7%	1	COc1ccc(/C=C/C(=O)Nc2cc(S(=O)(=O)N3CCCCC3)ccc2N2CCCCC2)cc1OC
4	-12%	1.4	5	4	5	-3	-15	1.1%	-36*	C=C(C)CC(NCc1ccco1)c1ccc(OC)cc1 (stereo unspecified)
5	-1%	2.4	9	-7	3	-2	-10	0.9%	1	COc1ccccc1N(CC(=O)Nc1ccc2c(c1)OCCO2)S(=O)(=O)c1ccc(C)cc1
6	8%	0.1	-9	-4	1	8	10	5.0%	3	Cc1ccc(CNC(=O)c2cc3c(=O)n4ccccc4nc3n(CC3CCCO3)c2=N)cc1 (stereo unspecified)
7	-5%	0.3	2	-4	2	-1	8	5.0%	-16	CC(C(=O)O)n1nc(-c2ccccc2)c2ccccc21 (stereo unspecified)
8	/	0.1	4	-4	3	6	4	-0.2%	-9	O=C(CSc1nnc(-c2ccccc2F)o1)NC(=O)Cc1ccccc1
9	-3%	0.5	-6	6	0	-1	3	3.4%	6	CC1(C)CC(=O)C(C=NCCN2CCN(C3CC(=O)N(c4ccc(F)cc4)C3=O)CC2)=C(O)C1 (stereo unspecified)
10	-16%	0.4	-7	-2	10	-3	-4	2.6%	-11	CCOC(=O)CC(NC(=O)Cn1nnc(-c2ccccc2)n1)c1ccc(OC)cc1 (stereo unspecified)
11	3%	0.6	7	-4	4	0	-5	3.7%	13	COc1ccc(-c2nn(-c3ccccc3)cc2/C=N/Nc2ccc3ccccc3n2)cc1OC
12	-7%	-1.3	1	-8	3	4	-4	-2.0%	-6	COc1ccc(Cl)cc1S(=O)(=O)N1CCN(C(=O)c2cc(OC)c(OC)c(OC)c2)CC1
13	-10%	0.3	-9	-3	20	-14	4	0.0%	-38*	Cc1cc(OCC(=O)Nc2ccncc2)ccc1Cl
14	-14%	0.1	1	-2	1	-3	-3	-0.4%	11	O=C(NC(=S)NC1CCS(=O)(=O)C1)c1cccs1 (stereo unspecified)
15	-10%	0.1	-4	-1	4	7	8	0.9%	-1	COc1ccccc1OCCC(=O)OCC(=O)Nc1cc(S(=O)(=O)N(C)C)ccc1Cl

Continued, overlapping the part above by 2 compounds.
no.	Anesthetic bind	TRHR agonist	D2 PAM	D1 PAM	D1 ag	TRHR enhancer	RXFP1 antagonist	RXFP1 agonist	D1 antagonist	structure
14	-14%	0.1	1	-2	1	-3	-3	-0.4%	11	O=C(NC(=S)NC1CCS(=O)(=O)C1)c1cccs1 (stereo unspecified)
15	-10%	0.1	-4	-1	4	7	8	0.9%	-1	COc1ccccc1OCCC(=O)OCC(=O)Nc1cc(S(=O)(=O)N(C)C)ccc1Cl
16	7%	1.1	-7	-3	4	5	-25	0.8%	-6	Cc1ccccc1OCCCCCNCCO
17	-12%	0.3	-6	6	3	1	-15	2.7%	-1	COC(=O)c1sccc1NC(=S)Nc1ccccc1
18	-9%	-0.7	-5	-9	2	-2	-3	-1.5%	19	COc1ccc(NC(=O)CSc2nc(C)cs2)c(OC)c1
19	-17%	0.4	-5	0	8	-1	9	1.7%	-10	CC(C)(C)c1cc[n+](-c2[nH]c(=O)sc2/C=N/N=C(\[O-])c2cccnc2)cc1
20	?	-1.9	0	-4	3	10	-13	2.4%	-6	COc1ccc(NC(=O)c2cccs2)cc1O
21	-12%	-0.6	-4	-1	3	-1	-3	-0.7%	-9	O=C(CSc1nnnn1-c1ccc(Cl)cc1)NNC(=O)c1ccc([N+](=O)[O-])cc1
22	?	0.2	6	-5	1	-1	30	0.2%	-27	NC(=O)c1ccc(Br)c(S(=O)(=O)N2CCCCC2)c1
23	-11%	-0.3	0	-4	0	-8	-23	1.0%	11	COC(=O)C(CC(=O)c1cccc(OC)c1)c1ccc(F)cc1 (stereo unspecified)
24	-5%	0.6	-6	-2	0	0	3	3.5%	15	Cc1ccc2c(c1)N(C(C)C(=O)NCc1cccs1)C(=O)CO2 (stereo unspecified)
25	-8%	-0.9	/	3	5	-5	16	0.3%	5	COc1cc(NC(=O)CSc2nnc(-c3ccncc3)n2C2CCCCC2)ccc1NC(=O)c1ccco1
26	-15%	-1.6	5	-4	13	3	/	0.6%	-10	O=C(Nc1cccc(Cl)c1Cl)c1ccc2c(c1)N(Cc1cccc(Cl)c1)C(=O)c1ccccc1S2(=O)=O
27	-10%	0.4	-7	6	4	-4	-12	3.8%	4	COc1ccc(CNCc2cccc(C)c2)cc1
28	/	-0.3	0	1	5	-2	6	-0.7%	8	O=C(Nc1ccccc1F)c1ccc(S(=O)(=O)N2CCCCCC2)cc1
29	-11%	0.3	0	-2	0	3	-12	-0.7%	2	CN(c1ccccc1)S(=O)(=O)c1ccc(Cl)c(C(=O)OCC(=O)NC2CCS(=O)(=O)C2)c1 (stereo unspecified)
30	-7%	0.3	8	0	3	45*	17	2.0%	26	CCCCn1nnnc1NCc1ccc(OC)c(OC)c1OC

Limited to Anesthetic bind and TRHR enhancer, for some of the entries so far:
# | molecule | Anesthetic bind | TRHR enhancer
13 | Cc1cc(OCC(=O)Nc2ccncc2)ccc1Cl | -10% | -14
14 | O=C(NC(=S)NC1CCS(=O)(=O)C1)c1cccs1 (stereo unspecified) | -14% | -3

Arranged by length of the SMILES (highest first): part of the list above.
no.	Anesthetic bind	TRHR agonist	D2 PAM	D1 PAM	D1 ag	TRHR enhancer	RXFP1 antagonist	RXFP1 agonist	D1 antagonist	structure
29	-11%	0.3	0	-2	0	3	-12	-0.7%	2	CN(c1ccccc1)S(=O)(=O)c1ccc(Cl)c(C(=O)OCC(=O)NC2CCS(=O)(=O)C2)c1 (stereo unspecified)
12	-7%	-1.3	1	-8	3	4	-4	-2.0%	-6	COc1ccc(Cl)cc1S(=O)(=O)N1CCN(C(=O)c2cc(OC)c(OC)c(OC)c2)CC1
18	-9%	-0.7	-5	-9	2	-2	-3	-1.5%	19	COc1ccc(NC(=O)CSc2nc(C)cs2)c(OC)c1

(list continues)
no.	Anesthetic bind	TRHR agonist	D2 PAM	D1 PAM	D1 ag	TRHR enhancer	RXFP1 antagonist	RXFP1 agonist	D1 antagonist	structure
31	-11%	0.6	/	-5	2	-2	11	3.3%	4	O=C(NCC1CCCO1)c1ccc(Cl)c(F)c1F (stereo unspecified)
32	-12%	1.5	-5	-2	15	1	3	0.5%	-4	CN(C)CCc1cc2c(c3c1ccc1ccccc13)OCO2
33	1%	0.1	-7	0	5	4	-7	-0.7%	8	COc1cc([N+](=O)[O-])ccc1NC(=O)C[n+]1ccccc1
34	-5%	1.5	7	3	10	-1	-26	0.6%	6	COc1ccc(C2=C(C)C(=NCc3ccc(OC(C)C)cc3)NS2(=O)=O)cc1
35	-14%	0.0	-7	2	4	11	-13	-0.5%	8	Cc1ccccc1NC(=O)CC1S/C(=N/c2nccs2)N(C)C1=O (stereo unspecified)
36	-1%	0.5	4	9	0	0	1	1.8%	11	CC1CN(C(=S)NC(=O)c2ccco2)CC(C)O1 (stereo unspecified)
37	-13%	0.8	-4	-1	0	-3	11	0.8%	-2	CCCCC(=O)NCCc1ccc(OC)cc1
38	-10%	-0.2	-3	0	1	-3	-5	0.0%	-5	Cc1ccc(O)c(CNc2ccc(S(=O)(=O)Nc3nccs3)cc2)c1
39	-4%	0.2	9	-2	0	1	-23	-2.1%	-2	S=c1[nH]nc(-c2ccc(Cl)cc2Cl)n1-c1ccc(Cl)cc1
40	-13%	-0.8	-10	-9	1	3	9	2.5%	4	COC(=O)c1ccc(CNC(=O)COC(=O)Cc2ccsc2)cc1
41	-12%	-3.8	-8	0	0	3	-6	-2.6%	0	CC(C)Oc1cc(NC(=O)CS(=O)(=O)CC(=O)N(C)C)c(Cl)cc1Cl
42	-12%	-0.6	-8	-2	-1	0	-1	0.1%	-2	COc1ccccc1N/N=C/c1ccc2c(c1)OCO2
43	-7%	0.3	2	-4	0	-5	-9	-0.3%	-26	CCCS(=O)(=O)N1CCCC(C(=O)NCc2ccc(C)cc2)C1 (stereo unspecified)
44	-5%	-0.7	2	3	10	-1	5	-0.4%	-4	COc1ccc(CCC(=O)NCCc2nc3ccccc3[nH]2)cc1
45	1%	0.5	-9	7	4	-2	21	0.4%	10	COc1cc(/C=N/NC(=O)CCc2n[nH]c(=O)[nH]c2=O)ccc1O
46	-5%	0.3	-21	-2	-2	-1	1	0.7%	-2	O=C(NNC1CC(=O)N(c2ccc(Br)cc2)C1=O)c1ccco1 (stereo unspecified)
47	-1%	-0.8	0	3	5	2	6	1.2%	-8	N#CC(c1nc2ccccc2nc1OCCO)S(=O)(=O)c1ccccc1 (stereo unspecified)
48	0%	0.1	/	-3	3	0	10	-0.4%	-6	Cc1cc(C(=O)N/N=C/c2c(C)[nH]n(-c3ccccc3)c2=O)n[nH]1

Complete entries from above. Values in the order: Anesthetic bind	TRHR agonist	D2 PAM	D1 PAM	D1 ag	TRHR enhancer	RXFP1 antagonist	RXFP1 agonist	D1 antagonist
Cc1cc(C(=O)N/N=C/c2c(C)[nH]n(-c3ccccc3)c2=O)n[nH]1 as listed: 0%	0.1	/	-3	3	0	10	-0.4%	-6
CCCCC(=O)NCCc1ccc(OC)cc1 as listed: -13%	0.8	-4	-1	0	-3	11	0.8%	-2
CN(C)CCc1cc2c(c3c1ccc1ccccc13)OCO2 as listed: -12%	1.5	-5	-2	15	1	3	0.5%	-4
COc1ccccc1N/N=C/c1ccc2c(c1)OCO2 as listed: -12%	-0.6	-8	-2	-1	0	-1	0.1%	-2
COc1cc([N+](=O)[O-])ccc1NC(=O)C[n+]1ccccc1 as listed: 1%	0.1	-7	0	5	4	-7	-0.7%	8
